From PubChem BioAssay
H9c2 TAG inh: inhibitors of triacylglycerol accumulation. inhibition, % at 12.5 µM. 230,000 tested, 0.66% active. AID 651582. H9c2 cells, Nile Red lipid (TAG) fluorescence; cells loaded with 200 µM oleic acid;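 active = pattern-corrected inhibition of lipid staining of at least 50% with the nuclear-stain viability signal not falling by more than 50%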;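 note: 0% = DMSO wells and 100% = triacsin C control wells; some results filed as inactive read as strong as hits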
H9c2 TAG inh DAPI viability: recorded beside H9c2 TAG inh, whose call it bears; DAPI nuclei signal change (viability), lower = more cytotoxic, %;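 whole-well DAPI fluorescence read on a plate reader as a viability signal; minus 50 percent equals half of cells still viable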
* hit, by the source's call. These rows are one share of the data; rates above refer to the full screens.

SMILES	H9c2 TAG inh	H9c2 TAG inh DAPI viability
O=C(NC1CCCCC1)c1ccc(-c2ccc(Cl)cc2)o1	-28.5	3.7
O=C(COC(=O)CCc1ccccc1)Nc1ccccc1OC(F)F	4.5	5.0
CCN(CC(=O)NC(=O)NC1CCCCC1)Cc1ccccc1	2.8	-7.9
N/C(Cc1ccc(Cl)cc1Cl)=N\OC(=O)c1ccc(Br)o1	2.6	-1.7
CN(C)C(=O)CCC(=O)N1CCCC(C(=O)c2ccc3c4c(cccc24)CC3)C1 (stereo not given)	5.2	13.2
CC1CCC(NC(=O)COC(=O)CSc2ccc(C(N)=O)cc2[N+](=O)[O-])CC1 (stereo not given)	-8.9	6.3
O=C(Nc1cc(S(=O)(=O)N2CCCCCC2)ccc1OCC(F)(F)F)c1ccc(=O)[nH]c1	4.3	-1.5
O=C(CSc1nnc(-c2ccc(Br)cc2)o1)Nc1cccc(C(=O)O)c1	6.4	4.6
CN(C(=O)c1ccccc1C(=O)OCC(=O)c1ccccc1)c1ccccc1	8.1	-2.6
Cc1ccc2nc(-c3ccc(Br)cc3)cn2c1	-5.1	4.3

The closing 7 compounds of the part before open the next one.
SMILES	H9c2 TAG inh	H9c2 TAG inh DAPI viability
N/C(Cc1ccc(Cl)cc1Cl)=N\OC(=O)c1ccc(Br)o1	2.6	-1.7
CN(C)C(=O)CCC(=O)N1CCCC(C(=O)c2ccc3c4c(cccc24)CC3)C1 (stereo not given)	5.2	13.2
CC1CCC(NC(=O)COC(=O)CSc2ccc(C(N)=O)cc2[N+](=O)[O-])CC1 (stereo not given)	-8.9	6.3
O=C(Nc1cc(S(=O)(=O)N2CCCCCC2)ccc1OCC(F)(F)F)c1ccc(=O)[nH]c1	4.3	-1.5
O=C(CSc1nnc(-c2ccc(Br)cc2)o1)Nc1cccc(C(=O)O)c1	6.4	4.6
CN(C(=O)c1ccccc1C(=O)OCC(=O)c1ccccc1)c1ccccc1	8.1	-2.6
Cc1ccc2nc(-c3ccc(Br)cc3)cn2c1	-5.1	4.3
S=C(Nc1ccccc1)N1CCN(Cc2ccccc2)CC1	2.4	2.2
O=C(COC(=O)c1ccc(O)cc1)c1ccc2c(c1)OCCO2	-16.2	2.2
CC(C)[C@@H](C(=O)O)N(Cc1cccc(CN([C@H](C(=O)O)C(C)C)S(C)(=O)=O)c1)S(C)(=O)=O	-7.2	-2.0
Cc1cc(OCC(=O)OCC(=O)Nc2ccc(Cl)cn2)ccc1Cl	-2.8	-2.3
Cc1ccc(C(=O)Nc2nc(C(N)C(C)C)cs2)cc1 (stereo not given)	3.6	10.5
COc1cc(N)c(Cl)cc1C(=O)OCC(=O)N(C)C1CCCCC1	-3.8	0.1
Cc1cccc(OCCC(=O)OCC(=O)Nc2c(C)nn(-c3ccccc3)c2C)c1	10.9	1.8
CCCc1c(C(=O)Nc2ccc(F)cc2F)cnn1-c1ccccc1	-0.6	4.0
CC1(C)CC(=O)C(N=Nc2c(F)cccc2F)=C(O)C1	-2.8	-0.6
Cc1occc1-c1nnc(SCC(=O)NC(C)(C)C)n1CC(C)C	-1.8	-1.3
Cc1ccc(N2CSC3=C(C#N)C(c4cccs4)CC(=O)N3C2)cc1 (stereo not given)	-9.6	3.8
CCc1ccc2[nH]c(=O)c(CN(CCO)C(=O)NCc3ccccc3)cc2c1	5.9	-7.0
Cc1nnc(SCC(=O)NC2CCCCCC2)n1C	13.3	1.9
COc1ccc(OC)c(S(=O)(=O)N2Cc3ccccc3CC2C(=O)Nc2nccs2)c1 (stereo not given)	-1.5	2.4
Cc1ccc(S(=O)(=O)NNC(=O)C(=O)NNS(=O)(=O)c2ccc(C)cc2)cc1	1.2	-3.3
COc1ccc(Nc2nc(N)nc(CCl)n2)cc1	25.4	-4.1
O=C(COC(=O)CCNS(=O)(=O)c1ccc(Cl)cc1)NCc1ccco1	4.0	1.4
Cc1ccc(C)c(C(=O)C(C)Sc2nc3nn(-c4ccccc4)c(=O)c-3c3n2CCCCC3)c1 (stereo not given)	37.3	2.5
CCN1CCCC1CNC(=O)CCc1nc(-c2ccc(C)cc2)no1 (stereo not given)	14.6	-7.5
O=C(COc1ccc2ccccc2c1)Nc1ccncc1	-10.7	-6.9

Retrieved one by one from the list above:
SMILES	H9c2 TAG inh	H9c2 TAG inh DAPI viability
COc1ccc(Nc2nc(N)nc(CCl)n2)cc1	25.4	-4.1
O=C(COc1ccc2ccccc2c1)Nc1ccncc1	-10.7	-6.9
O=C(COC(=O)CCNS(=O)(=O)c1ccc(Cl)cc1)NCc1ccco1	4.0	1.4

Other structures follow:
SMILES	H9c2 TAG inh	H9c2 TAG inh DAPI viability
CC(C)NCC(O)c1ccc(NS(C)(=O)=O)cc1 (stereo not given)	7.0	-6.0
O=C(CN1c2ccccc2Sc2ccccc21)NNC(=S)Nc1ccc(Cl)cc1	10.3	-2.9
Cc1cc(=O)oc2cc(OC(C)C)ccc12	-1.3	9.9
O=C(Nc1ccc2c(c1)OCCO2)C1CCCC1	7.8	-3.7
CC(NC(=O)c1cc(S(=O)(=O)N2CCOCC2)ccc1F)c1ccc(-n2ccnc2)cc1 (stereo not given)	1.1	4.7
O=C(C[n+]1cc(-c2ccc(Cl)cc2)n2c1CCC2)Nc1nc(-c2ccccc2)cs1	-3.1	1.1
Cc1ccc(C(=O)OCC(=O)Nc2sccc2C(N)=O)cc1NC(=O)c1ccco1	-8.5	9.8
Cc1ccc(OCC(=O)Nc2ccc(CN3CCOCC3)cc2)cc1	10.2	0.1
CCOc1ccc(CN(C)CC(=O)NNC(=O)c2ccc(Cl)cc2)cc1OC	-5.2	4.5
COCCCNC(=O)C[C@H]1C[C@H](C(=O)N(C(C)C)C(C)C)[C@@]2(C)c3[nH]c4cc(-c5ccco5)ccc4c3CCN2C1=O	-5.3	7.4

Full records as entered above. Order of values: H9c2 TAG inh | H9c2 TAG inh DAPI viability
Profile of CC(C)[C@@H](C(=O)O)N(Cc1cccc(CN([C@H](C(=O)O)C(C)C)S(C)(=O)=O)c1)S(C)(=O)=O = -7.2 | -2.0
Profile of Cc1cc(OCC(=O)OCC(=O)Nc2ccc(Cl)cn2)ccc1Cl = -2.8 | -2.3
Profile of O=C(COC(=O)CCc1ccccc1)Nc1ccccc1OC(F)F = 4.5 | 5.0
Profile of Cc1ccc(C(=O)Nc2nc(C(N)C(C)C)cs2)cc1 (stereo not given) = 3.6 | 10.5
Profile of O=C(Nc1ccc2c(c1)OCCO2)C1CCCC1 = 7.8 | -3.7

(cont.)
SMILES	H9c2 TAG inh	H9c2 TAG inh DAPI viability
COc1cc(-c2noc(C)c2C(=O)NCCc2cccs2)cc(OC)c1OC	11.8	-7.4
C=C(C)c1cccc(C(C)(C)NC(=O)N2CCN(CC)CC2)c1	5.6	-4.2
Cn1cc([N+](=O)[O-])c(C(=O)NC2CCCCCC2)n1	0.6	1.7
O=S(=O)(c1ccc(Br)cc1)N1CCN(c2ccc3nnc(-c4ccccc4)n3n2)CC1	27.4	17.1
CC(C1CC1)N(Cc1ccccc1)C(=S)Nc1ccccc1Cl (stereo not given)	-4.3	-1.3
Cc1ccc(-c2csc(NC(=O)C[n+]3cc(-c4ccccc4)n4c3CCC4)n2)cc1	0.9	4.9
COc1ccc(/C=C(/NC(=O)c2cccc([N+](=O)[O-])c2)C(=O)O)cc1OC	5.1	0.2
C[C@@H]1CN(S(=O)(=O)c2c(F)cccc2F)CCN1S(=O)(=O)c1ccc2c(c1)OCCO2	-22.9	6.3
O=C(CN1CCN(CCC(=O)Nc2ccccc2F)CC1)Nc1ccc(F)cc1	4.7	-8.6
COc1ccc(CC(N)c2csc(Nc3nncc4ccccc34)n2)cc1 (stereo not given)	12.8	21.6
Cc1ccc(/C=C/C(=O)O)cc1S(=O)(=O)N1CCCc2ccccc21	-4.6	4.2
COc1cc(OC)cc(C(=O)N2CCN(C(=O)c3ccc(OC)c(OC)c3)CC2)c1	-3.6	1.2
Cc1ccccc1NS(=O)(=O)c1cc(C(=O)NCc2ccncc2)ccc1Cl	-9.8	1.8
CC(=O)Nc1nnc(CCS(=O)(=O)c2ccc(Cl)cc2)s1	-5.0	3.0
CCc1cc(C(=O)N2CCN(c3ccccn3)CC2)sc1C	-14.1	11.0
COC(=O)C1=CCCCC(O)=C1C(=O)OC	2.0	-9.4
O=Cc1cccc(OCc2cn(CC(=O)c3ccc(O)cc3)nn2)c1	2.2	11.7
Cc1cc(NC(=O)CCC(=O)N(CCc2ccccc2)C(C(=O)NC2CCCC2)c2ccco2)no1 (stereo not given)	21.6	-8.3
CCCC(=O)Nc1nnc(SCC(=O)Nc2ccc3c(c2)OCCO3)s1	-11.5	7.6
COC(=O)c1ccc2c(=O)n(Cc3ccc(C(=O)NC(C)C)cc3)c(=S)[nH]c2c1	8.0	4.8
CCC(=O)N(Cc1ccc(S(N)(=O)=O)cc1)C1CC(=O)N(c2ccccc2)C1=O (stereo not given)	10.3	-2.7
CC(=O)Nc1sc2c(c1C#N)CCN(Cc1ccccc1)C2	1.1	-6.6
O=C(O)/C(=C1\OC(=O)c2ccccc21)c1ccccc1	-1.8	-0.4
NS(=O)(=O)c1ccc(CCNC(=O)CCCCCn2c(=S)[nH]c3ccc(Br)cc3c2=O)cc1	15.8	-0.5
C/C=C/CSc1nc2c(c(=O)[nH]c(=O)n2C)n1CCC	-49.8	-0.9
CCN(CC(=O)Nc1ccc(NC(C)=O)cc1)C(=O)c1ccc2c(c1)OCCO2	10.9	-0.4
COc1ccc(CCC(=O)OCC(=O)N(CC(C)C)c2c(N)n(Cc3ccccc3)c(=O)[nH]c2=O)cc1	-3.1	18.8
COc1cc(NC(=O)CSc2nc3ccccc3n2-c2ccccc2)c(C)cc1[N+](=O)[O-]	5.6	7.2
CCn1c(SC(C)C(=O)NC2CCCc3ccccc32)nnc1-c1cccs1 (stereo not given)	29.7	-15.7
N=c1sccn1CC(=O)Nc1cccc2ccccc12	11.0	4.3
CC(Oc1ccccc1)C(=O)N1CCCc2ccccc21 (stereo not given)	3.0	3.1
N#CCCn1cc(C(=O)CN2C(=O)NC3(CCCCCC3)C2=O)c2ccccc21	39.6	0.2
Cn1c2ccccc2c2c(C(=O)N3CCN(c4ccc(F)cc4)CC3)cn(C3CCCC3)c(=O)c21	29.4	-9.1
O=C(COC(=O)CN1C(=O)COc2ccccc21)NC1CCCCC1	20.1	-3.8
CCN(CC)C(=O)CSc1nc2cc3c(cc2c(=O)n1CCCC(=O)NCCc1ccc(OC)c(OC)c1)OCO3	0.6	0.1
Cc1ccc2cc3c(NC(=O)c4ccco4)nn(CC(C)C)c3nc2c1	-29.0	6.1
CCOC(=O)N1CCN(C(=O)c2cn(CC)c3ccc(S(=O)(=O)N4CCCCC4)cc3c2=O)CC1	5.4	-0.5
O=C(O)/C=C\C(=O)Nc1ccc(Oc2ccc(Br)cc2)cc1	-20.3	8.8
C[C@H](CO)N1C[C@H](C)[C@@H](CN(C)CC2CCOCC2)Oc2ncc(Br)cc2C1=O	-8.6	-3.8
Cc1ccc(C)c(-n2cc(CN3CCCN(C=O)CC3)c(-c3ccccc3)n2)c1	-9.0	13.5
O=C(CCC(=O)Nc1ccccc1Cl)NNS(=O)(=O)c1ccc(Cl)cc1	12.1	-2.1
COc1ccc(N2C(=O)c3ccccc3NC2c2ccc(OC)c(Cn3cc([N+](=O)[O-])cn3)c2)cc1 (stereo not given)	3.4	-0.3
COc1ccccc1CNC(=O)COC(=O)c1cc2ccccc2o1	11.4	-3.7
COc1ccccc1-n1cnc2cc(NC(C)=O)ccc21	4.0	0.4
CC(C)n1c(O)c(N=NC(=O)C2COc3ccccc3O2)c2ccccc21 (stereo not given)	-11.0	-0.1
O=C(CN1C(=O)NC2(CCCC2)C1=O)NCc1cccc(Cl)c1	-5.5	7.7
Cc1cccc2c(=O)cc(C)n(CC(=O)N3CCCCC3)c12	-0.7	11.2
CCCC(=O)Nc1nnc(CC(=O)N2CCCC2)s1	-14.7	-1.1
O=C(CN1C(=O)C2C3CC(C(Br)C3Br)C2C1=O)OCC(=O)c1cccc([N+](=O)[O-])c1 (stereo not given)	10.9	-6.9
COc1cc(/C=N/NC(=O)c2cc(C3CC3)[nH]n2)ccc1O	20.3	-14.0
O=[N+]([O-])c1ccc(Nc2nc(Cl)nc(NCCO)n2)cc1	-1.9	-2.8
Cc1ccc(S(=O)(=O)NC2=NCN(CCc3ccccc3)CN2)cc1	25.7	-15.7
